Screening data: PubChem BioAssay, several laboratories
TRPM1 prom inh: inhibitors of MITF-driven TRPM1 promoter in melanoma cells. SK-MEL-5 TRPM1 promoter luciferase, 24 h. inhibition, % at 12.5 µM. 330,000 compounds, 0.83% hits;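 active = mean inhibition across replicates of 60% or more, whatever share of single replicates reaches that level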; note: values of inactives mirror those of a sister screen read the other way
aDG glyco act: alpha-DG glycosylation activation; activation, % at 10 µM; 360,000 compounds, 0.22% hits; Pro5-aDG cells, alpha-DG glycosylation AlphaScreen (IIH6); 0% Pro5, 100% B10-LARGE cell signal;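 active = activation of at least 8% versus controls, or a plate z-score of at least 8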;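 note: Pro5 are CHO cells carrying HIG-tagged alpha-DG that lacks glycosylation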
NR2E3 ag-1: NR2E3 (human) agonism; GST-NR2E3/biotin-RetCOR TR-FRET, 1536-well; AID 2300; inhibition of corepressor binding, % at 4.78 µM; 320,000 compounds, 0.12% hits;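 active = percent inhibition above the cutoff of mean plus 3 SD of all tested compounds, set per screening campaign, cut at about 20% in these data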;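 note: 0% = DMSO wells and 100% = biotin wells as full block of FRET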
Target sequence (Q9Y5X4 whole entry, looked up): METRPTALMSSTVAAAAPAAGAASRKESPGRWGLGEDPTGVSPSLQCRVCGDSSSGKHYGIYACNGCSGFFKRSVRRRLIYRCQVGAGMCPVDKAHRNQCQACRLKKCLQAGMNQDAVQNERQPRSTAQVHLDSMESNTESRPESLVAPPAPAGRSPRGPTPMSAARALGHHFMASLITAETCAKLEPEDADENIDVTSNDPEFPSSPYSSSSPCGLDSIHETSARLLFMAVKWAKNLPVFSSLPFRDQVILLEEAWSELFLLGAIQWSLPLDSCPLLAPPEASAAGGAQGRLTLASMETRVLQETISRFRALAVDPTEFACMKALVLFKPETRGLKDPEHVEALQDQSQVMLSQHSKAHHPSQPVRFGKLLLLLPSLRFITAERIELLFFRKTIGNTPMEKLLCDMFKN
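Material: NR2E3–RetCOR corepressor complex | Quantity: 1.35 nM GST-tagged NR2E3 final | Schedule: 5 h at 4 °C | Replication: Singlicate compound wells | Reagent: RetCOR corepressor, biotinylated, 7 nM | Controls: Biotin wells as high control, 0.6% DMSO wells as low control | Signal: TR-FRET, Eu(K)-anti-GST donor, streptavidin-D2 acceptor, ex 340, em 617/671 nm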
Shn3 3UTR inh: inhibitors of Schnurri-3 3'UTR reporter in osteoblasts; Clone20 osteoblast Shn3 3'UTR firefly luciferase, 24 h; inhibition, % at 12.5 µM; 360,000 compounds, 0.52% hits;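 active = mean inhibition of at least 75% with every replicate also reaching 75%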;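 note: 0% = median of neutral control wells and 100% = pilot-screen positive control compound; some compounds past the cut are filed as inactive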
HIF-2a block: blocks HIF-2a reporter activity; 786-0 RCC cells HIF-2a reporter, luciferase luminescence, overnight; inhibition, % at 18.8 µM; 360,000 compounds, 0.72% hits; AID 624352;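 active = inhibition of the luminescence signal of 40% or more relative to plate controls, in a single-dose primary screen at 18.75 µM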
CF NFkB block: blocks PAF-induced NF-kB reporter in cystic fibrosis cells; inhibition, % at 5 µM; 360,000 compounds, 0.86% hits; KKLEB NF-kB-GFP reporter, GFP fluorescence overnight;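 active = at least 50% inhibition at 5 µM, scaled per plate between neutral and stimulator controls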;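 note: PAF is a Pseudomonas aeruginosa culture filtrate used as stimulus; plate controls were PAF-stimulated DMSO wells for no effect and unstimulated DMSO wells for full effect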
KKLEB tox: counter-screen for CF NF-kB inhibitors: cytotoxicity; KKLEB CF airway cells viability, ATPlite luminescence, overnight; hits give low values; cells stimulated with P. aeruginosa culture filtrate; activity change (cytotoxicity), % at 5 µM; 360,000 compounds, 0.36% hits;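 active = corrected activity change at or below -50% at 5 µM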
NR2E3 ag-2: human photoreceptor-specific nuclear receptor agonism. inhibition of corepressor binding, % at 3.98 µM. Q9Y5X4. CHO-S Gal4-NCOR/VP16-NR2E3 two-hybrid, luciferase. AID 602229. 360,000 compounds, 0.35% hits;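 active = inhibition above the mean of all tested compounds plus 3 SD, cut at about 70% in these data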;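 note: 0% = DMSO with NR2E3 transfected cells and 100% = cells lacking NR2E3 construct; higher means lower luciferase signal from less NR2E3 corepressor binding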
iPSC survival up: hiPSC single-cell survival enhancement; ATPlite luminescence; 100% = ROCK inhibitor wells, 0% = DMSO; 360,000 compounds, 0.044% hits; survival enhancement, % at 20 µM; in the data active = survival enhancement above about 18%;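 note: cells exposed to compounds for 16 hours before the ATP read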
Peg3 prom inh: reduces Peg3 promoter-driven luciferase expression in HeLa. inhibition, % at 20 µM. HeLa PEG-Prom luciferase reporter, luminescence, overnight. 360,000 compounds, 1.7% hits. AID 588405;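 active = inhibition of at least 50% at 20 µM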
TWEAK-Fn14 inh: blocks TWEAK-Fn14 interaction in a reporter cell assay; 360,000 compounds, 2% hits; inhibition, % at 10 µM; TWEAK-stimulated Fn14 reporter cells, luciferase luminescence, 8 h; in the data active = inhibition above about 50%
Numbers without * were called inactive; x = no result given.

Start of the listing, in advance (2 entries):
Every second line gives: NR2E3 ag-1	TWEAK-Fn14 inh	iPSC survival up	CF NFkB block	HIF-2a block	Peg3 prom inh	Shn3 3UTR inh	NR2E3 ag-2	KKLEB tox	TRPM1 prom inh	aDG glyco act
COc1cc(NC(=O)COC(=O)/C=C/c2c(C)nn(C3CCS(=O)(=O)C3)c2Cl)cc(OC)c1OC (centres undefined)
  1	-4	-0.5	17	-6	6	-5	-6	-9	-1	0.0
COc1ccc(C)cc1S(=O)(=O)N1CCC(C(=O)N2CCN(C)CC2)CC1
  0	-15	0.9	2	20	7	-41	-1	0	8	-0.1

Results, repeating the preview:
Every second line gives: NR2E3 ag-1	TWEAK-Fn14 inh	iPSC survival up	CF NFkB block	HIF-2a block	Peg3 prom inh	Shn3 3UTR inh	NR2E3 ag-2	KKLEB tox	TRPM1 prom inh	aDG glyco act
COc1cc(NC(=O)COC(=O)/C=C/c2c(C)nn(C3CCS(=O)(=O)C3)c2Cl)cc(OC)c1OC (centres undefined)
  1	-4	-0.5	17	-6	6	-5	-6	-9	-1	0.0
COc1ccc(C)cc1S(=O)(=O)N1CCC(C(=O)N2CCN(C)CC2)CC1
  0	-15	0.9	2	20	7	-41	-1	0	8	-0.1
COc1ccc(/C=C/CN2CCC(Oc3ccc(C(=O)N4CCCCC4)cc3)CC2)cc1
  6	-4	-0.5	-18	14	10	27	-13	-2	5	0.6
O=C(Cc1ccc(NC(=O)C2CCN(C(=O)C3CCCC3)CC2)cc1)Nc1cccc(C(=O)N2CCCCC2)c1
  x	1	3.2	-12	2	-3	1	-17	15	-2	0.3
Cc1ccccc1-c1nc2c3ccccc3nc(=S)n2[nH]1
  -1	10	-0.4	-22	-127	-111	-58	7	14	19	0.3
O=C(/C=C/c1ccccc1)CC(=O)c1ccccc1
  x	-14	-2.4	1	-124	-190	-26	-31	-6	-36	0.1
Cc1nn(-c2ccccc2)nc1CNS(C)(=O)=O
  -3	-10	0.5	-2	18	15	-7	-9	-2	7	0.0
CC(=O)Nc1nnc(SCC(=O)NC2CC2)s1
  4	31	0.3	-5	9	3	-26	-11	13	-5	-0.1
CCOCCN1CCN(C2c3ccccc3CSc3ccccc32)CC1 (centres undefined)
  1	-8	-0.5	4	5	0	2	13	-4	-6	0.1
CCN(CC(=O)Nc1ccccc1C(F)(F)F)C(=O)CSCc1c(C)noc1C
  1	0	-0.4	0	12	15	0	2	1	4	0.2

Seven successive records already listed:
Every second line gives: NR2E3 ag-1	TWEAK-Fn14 inh	iPSC survival up	CF NFkB block	HIF-2a block	Peg3 prom inh	Shn3 3UTR inh	NR2E3 ag-2	KKLEB tox	TRPM1 prom inh	aDG glyco act
O=C(Cc1ccc(NC(=O)C2CCN(C(=O)C3CCCC3)CC2)cc1)Nc1cccc(C(=O)N2CCCCC2)c1
  x	1	3.2	-12	2	-3	1	-17	15	-2	0.3
Cc1ccccc1-c1nc2c3ccccc3nc(=S)n2[nH]1
  -1	10	-0.4	-22	-127	-111	-58	7	14	19	0.3
O=C(/C=C/c1ccccc1)CC(=O)c1ccccc1
  x	-14	-2.4	1	-124	-190	-26	-31	-6	-36	0.1
Cc1nn(-c2ccccc2)nc1CNS(C)(=O)=O
  -3	-10	0.5	-2	18	15	-7	-9	-2	7	0.0
CC(=O)Nc1nnc(SCC(=O)NC2CC2)s1
  4	31	0.3	-5	9	3	-26	-11	13	-5	-0.1
CCOCCN1CCN(C2c3ccccc3CSc3ccccc32)CC1 (centres undefined)
  1	-8	-0.5	4	5	0	2	13	-4	-6	0.1
CCN(CC(=O)Nc1ccccc1C(F)(F)F)C(=O)CSCc1c(C)noc1C
  1	0	-0.4	0	12	15	0	2	1	4	0.2

Further records.
Every second line gives: NR2E3 ag-1	TWEAK-Fn14 inh	iPSC survival up	CF NFkB block	HIF-2a block	Peg3 prom inh	Shn3 3UTR inh	NR2E3 ag-2	KKLEB tox	TRPM1 prom inh	aDG glyco act
CCSCCOC(=O)C1=C(C)NC(=O)NC1c1ccccc1 (centres undefined)
  2	-2	0.8	9	16	4	6	-15	-11	2	-0.2
O=C(NC(=S)Nc1cccc2ncccc12)c1ccco1
  3	13	0.1	3	10	12	1	-38	0	-2	0.3
COc1ccc(NC(=O)C2CCN(Cc3cnn(-c4ccccc4)c3-n3cccc3)CC2)cc1OC
  0	14	-3.2	17	11	-4	22	8	17	4	0.3
O=C1CCC(C(=O)Nc2ccc(Cl)cc2)N1 (centres undefined)
  0	1	0.1	-9	13	-3	-8	-11	1	-20	0.0
CN1CCn2cnc(C(=O)N3CCN(c4ccccc4)CC3)c2C1=O
  x	6	-2.5	-4	-3	-8	9	-15	5	x	-0.2
COc1ccccc1C(=O)NC(CCSC)C(=O)N1CCN(C(C)=O)CC1 (centres undefined)
  1	5	-0.3	-22	-6	2	4	-8	-2	x	0.1
C[C@H](CO)N1C[C@H](C)[C@@H](CN(C)Cc2ccc(Cl)c(Cl)c2)Oc2c(NC(=O)C3CCOCC3)cccc2C1=O
  x	-36	-2.1	21	13	22	10	-3	-6	7	0.1
CC(C)CC(O)(c1ccccc1)C(CN1CCOCC1)c1ccccc1 (centres undefined)
  -2	9	0.0	-1	24	22	2	-35	1	1	0.3
Cc1ccc(S(=O)(=O)N2CCN(C(=O)n3ccnc3)CC2)cc1
  2	2	-0.5	18	11	3	-11	9	4	4	0.4
O=C(Cn1nc(-c2ccccc2)nc1-c1ccccc1)OC1CCCCC1
  2	1	0.8	-11	9	21	46	-17	3	-3	0.1

Every second line gives: NR2E3 ag-1	TWEAK-Fn14 inh	iPSC survival up	CF NFkB block	HIF-2a block	Peg3 prom inh	Shn3 3UTR inh	NR2E3 ag-2	KKLEB tox	TRPM1 prom inh	aDG glyco act
COc1ccc(CN(CCC#N)C(=S)NC(=O)c2ccccc2)cc1
  -1	-5	-2.4	15	18	17	2	-12	-3	0	0.8
O=C(NCCC1=CCCCC1)C1CCN(C(=O)c2ccc(Cl)cc2)CC1
  -1	-18	-1.2	-8	-97	-64	22	-24	4	-51	0.2
COC(CNS(=O)(=O)c1cc2c3c(c1)CCN3C(=O)CC2)OC
  -2	2	-0.3	-11	10	14	-11	11	8	-3	0.0
O=C(CCc1nc2sc3c(c2c(=O)[nH]1)CCCC3)N1CCN(c2ccccc2)CC1
  -1	4	-0.4	-21	3	2	2	7	9	-7	-0.1
Cc1ccc(S(=O)(=O)Nc2cc(C(=O)N3CCOCC3)ccc2N2CCCCC2)cc1
  0	3	1.8	-7	11	15	-13	-6	-14	9	-0.1
COc1nc(N(C)C)nc(-n2nnc(C(C)=O)c2C)n1
  1	2	-0.5	-15	6	1	-6	-13	-2	-8	-0.1
COC(=O)c1ccccc1NC(=O)CN(C)S(=O)(=O)c1ccc(OC)c(C)c1
  -1	-11	-2.5	10	-14	-243	-26	16	6	14	-0.1
Cc1cc(NC(=O)CSc2n[nH]c(=O)[nH]c2=O)ccc1Br
  3	3	-0.3	-7	-18	-7	-17	-23	14	7	-0.1
COc1ccc(OCCCC(=O)OC(C)C(=O)Nc2cccc(C(C)=O)c2)cc1 (centres undefined)
  -3	4	-0.4	-12	11	7	-5	4	12	-10	0.1
O=C(COC(=O)/C=C/c1cccc(F)c1)NC(=O)NC1CCCC1
  x	8	3.9	7	0	-1	3	12	8	14	0.0

Every second line gives: NR2E3 ag-1	TWEAK-Fn14 inh	iPSC survival up	CF NFkB block	HIF-2a block	Peg3 prom inh	Shn3 3UTR inh	NR2E3 ag-2	KKLEB tox	TRPM1 prom inh	aDG glyco act
Cc1nn(CC(=O)NNC(=S)Nc2ccccc2)c(C)c1[N+](=O)[O-]
  4	8	0.4	-1	12	11	-6	2	-2	8	0.0
CC1(Cc2ccc(Cl)c(Cl)c2)C(=O)Nc2c(Cl)ccc(Cl)c21 (centres undefined)
  x	14	-1.3	6	7	6	-17	-18	-8	x	-0.1
CC(CC(=O)Nc1ccc(C(N)=O)cc1)c1ccccc1 (centres undefined)
  -1	-6	1.3	-4	-1	-5	-15	2	10	-6	-0.2
COC(=O)c1ccc2c(=O)n(CC3CCCO3)c(SCC(=O)Nc3ccccc3OC)nc2c1 (centres undefined)
  -2	13	-1.9	8	-90	-65	-7	-4	1	-14	0.2
CS(=O)(=O)N(CCc1ccccc1)CC(=O)Nc1ccc(OCc2ccccc2)cc1
  4	7	-1.2	-3	-2	25	11	17	-1	12	0.1
Nc1ccc2nc3n(c(=O)c2c1)CCC3
  3	0	-0.1	7	1	-5	14	-2	-10	x	-0.1
C#CCOCCOCCOCCNc1nc(N2CCOCC2)nc(N2CCN(C(=O)[C@H](Cc3ccc(O)cc3)n3cc([C@@H](N)CC(C)C)nn3)CC2)n1
  7	0	-0.6	3	11	-24	-8	3	4	-18	-0.2
CCOc1ccc(CNC(=O)C2Cc3cc(S(=O)(=O)N4CCCCC4)ccc3N2C(C)=O)cc1 (centres undefined)
  0	-11	0.1	-3	7	0	-8	1	-42	-5	0.8
Cc1cc(C(=O)CSc2nnc(C3COc4ccccc4O3)n2C)c(C)n1-c1ccc(F)cc1 (centres undefined)
  1	-58	1.9	3	-3	8	-10	-2	-18	12	-0.2
COc1ccc(C2(C)NC(=O)N(CC(=O)NC3(C#N)CCCCC3)C2=O)cc1 (centres undefined)
  2	-7	-0.1	-19	6	9	-8	-22	21	6	0.0

Every second line gives: NR2E3 ag-1	TWEAK-Fn14 inh	iPSC survival up	CF NFkB block	HIF-2a block	Peg3 prom inh	Shn3 3UTR inh	NR2E3 ag-2	KKLEB tox	TRPM1 prom inh	aDG glyco act
C#CCNc1nc(C(C)C)nc2c1nnn2Cc1ccccc1F
  -3	28	-2.3	14	5	19	26	-7	-12	-3	0.2
Cc1ccc(Cl)cc1NC(=S)N/N=C/c1cccc2ccccc12
  -2	-19	-0.3	-5	-26	3	10	-32	2	9	-0.2
Cc1ccc(C(=O)N2C(=O)C(c3ccccc3)Oc3ccccc32)cc1 (centres undefined)
  -1	32	0.5	17	-4	13	7	11	-8	8	0.3
CC(C)C(=O)N1CCN(c2ccc(NC(=O)c3ccc4c(c3)OCCO4)cc2)CC1
  1	20	0.5	14	42*	-23	19	-1	-4	11	0.2
CCc1ccccc1NC(=O)CC(NCc1ccccc1)C(=O)O (centres undefined)
  1	-13	1.3	-6	3	3	-4	0	8	1	0.0
Cc1ccc(C)c(CN2C(=O)c3ccccc3S(=O)c3ccc(C(=O)N4CCN(c5ccccn5)CC4)cc32)c1 (centres undefined)
  2	-9	-0.4	-1	8	34	22	-13	-8	10	0.4
Cc1nc(Nc2ccc(Cl)cc2Cl)sc1C(=O)Nc1ccccc1
  1	0	1.0	-24	-82	-44	-6	-22	11	-8	1.4
Cc1ccccc1Cn1nc(C)c(NC(=O)C2(C)CC2(Cl)Cl)c1C (centres undefined)
  -2	-22	-0.6	2	9	20	12	9	3	-10	0.1
COCCn1nnnc1C(c1cc2cc(C)ccc2[nH]c1=O)N1CCc2ccccc21 (centres undefined)
  -5	-3	-2.0	-18	-2	15	7	14	0	8	-0.3

Compounds were not picked by outcome; 4.4% or so of the library scored in one or more.
